MT stabilizer = microtubule stabilization, imaging screen; HeLa tubulin immunostaining HCS, 24 h; share of cells brighter than vehicle mean+2SD; % tubulin-high responders, % at 10 µM; 200,000 tested, 0.83% active; AID 2205;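 active means plate Z-score above 3 for both tubulin-high and condensed-nucleus cell shares, with cell loss under 80%, at 10 µM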;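 further: anti alpha tubulin signal scored within the nucleus-defined area of each cell; some results filed as inactive read as strong as hits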
Myeloid diff MLP = promotes myeloid progenitor differentiation; ER-HoxA9 myeloid progenitors, lysozyme-GFP differentiation, flow cytometry; calls only at 10 µM; 360,000 tested, 1% active;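 active means normalized GFP-positive differentiation at or above the plate's own cutoff, the solvent-only control mean plus 3 SD; inconclusive means no clear call, values can overlap the other calls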;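 further: cells exposed to compound for four days before flow analysis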
Dynein cargo inh = blocks dynein driven cargo transport along microtubules | z-score, hits read low | 3617.4 mouse cells, GR-EGFP nuclear translocation imaging; test concentration mostly 20 µM; stimulated with dexamethasone, 1 µM; stronger effect = lower value | 220,000 tested, 0.47% active | AID 1381;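 active means plate z-score of nuclear minus cytoplasmic receptor signal below a set negative limit, without overly bright fluorescence or cell loss, cut at about -3.5 in these data, passing the limit was not always enough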;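 further: z-score of nuclear minus cytoplasmic ring GR-EGFP intensity difference per well; some compounds called inactive have numbers as strong as hits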
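Buffer or medium: Induction medium lacking tetracycline, stripped serum | Also added: Dexamethasone agonist, 1.0 µM final, for 30 min | Timing: 48 h induction, 1 h compound, 30 min dex at 37 °C | Detection: Formaldehyde fixation, Hoechst nuclear stain, 10x automated fluorescence imaging | Measure: Nuclear versus cytoplasmic GR-EGFP signal, averaged per well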
bCat nuc transl = modulators of beta-catenin nuclear translocation | HeLa beta-catenin nuclear translocation, immunofluorescence imaging | nuclear translocation activity, % at 5 µM | 190,000 tested, 0.3% active;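 active means nuclear translocation activity above 50% at 5 µM, with a well cell count of 50 or more; inconclusive means wells under 50 cells across six images, flagged as toxic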;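 further: per-cell ratio of nuclear to cytoplasmic median beta-catenin stain intensity; plate controls were DMSO negative control for no effect and GSK-3 inhibitor IX positive control for full effect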
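assay system = human HeLa cells, endogenous beta-catenin | times = compound treatment 24 h, 37°C, 5% CO2 | detection = Anti-beta-catenin immunofluorescence on PFA-fixed, Triton-permeabilized cells, DAPI nuclei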
TNAP activation fold = stimulation of alkaline phosphatase TNAP activity – biochemical, luminescent, no phosphate acceptor, uHTS, primary screen (AID 1001); 200,000 tested, 0.03% active; purified TNAP, luminescent activation assay, no phosphate acceptor; higher activation fold means a stronger effect; activation fold at 20 µM, or EC50 in µM where a hit was titrated; in the data active means activation fold from about 3, or a potency from the dose series; inactive means the rest, 99 in 100 with activation fold below about 1.6; further: many of its hits are not listed in these tables
Insulin prom up = MIN6 insulin promoter up-regulation. MIN6 insulin promoter-GFP reporter, high-content imaging; stronger effect = higher value. 190,000 tested, 0.3% active. z-score at 5 µM;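 active means z-score above 3 at 5 µM with at least 500 cells counted in the well; inconclusive means wells under 500 cells, flagged as cytotoxic or low count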
PMI inhibitors = inhibitors of human PMI, primary screen, biochemical, fluorescence intensity, coupled assay (AID 1209); purified PMI enzyme, coupled fluorescence intensity; higher % means a stronger effect; inhibition, % at 20 µM, or IC50 in µM where a hit was titrated; 190,000 tested, 0.42% active; in the data active means inhibition above about 50%;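 further: plate controls were DMSO vehicle for no effect and wells lacking substrate for full effect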
T cell modulator = modulates CD8 T cell binding to vesicles; 330,000 tested, 0.068% active; 2C CD8+ T cell-vesicle binding, flow cytometry; stronger effect = lower value; calls only at 7 µM;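 active means response, share of CD8 T cells binding vesicles, and their 90th percentile fluorescence all below set limits, cut at about 80% in these data, passing the limit was not always enough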
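incubation = binding step 1.5 h, 37 °C, antibody labelling 20 min, ice | test system = 2C mouse CD8+ T cells | read-out basis = percent CD8+ FL2 mean versus row control | controls = Peptide-free naked vesicles (low) and QL9 vesicles with 0.7% DMSO vehicle (high) | detection = flow cytometry of vesicle-bound cells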
Lipid droplet = hepatic lipid droplet formation modulation | AML12 mouse hepatocytes, oleate lipid droplets, BODIPY imaging | inhibition, % at 6.5 µM | 240,000 tested, 0.4% active | AID 1656;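 active means lipid droplet intensity inhibited by at least 50%, with more than 500 cells counted; inconclusive means wells with under 300 cells, treated as cytotoxic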
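Material – mouse AML12 hepatocyte cell line, fixed after treatment · Compound dosing – one dose, 6.5 µM compound · Times – compound with oleate, overnight · Measured by – Image-based BODIPY and DAPI two-channel analysis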
Dynein cargo inh cytoplasmic EGFP = further read-out of Dynein cargo inh, marked with its call; z-score; measured here: cytoplasmic GR-EGFP intensity; stronger effect = higher value
Dynein cargo inh nuclear GR-EGFP = also measured in Dynein cargo inh; calls as there; z-score; measured here: nuclear GR-EGFP intensity;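 lower value marks the stronger effect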
Dynein cargo inh cell count = also measured in Dynein cargo inh; calls as there; z-score; measured here: cell count per field
Insulin prom up cell count = further read-out of Insulin prom up, marked with its call; cell count; measured here: cytotoxicity, nuclei count;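 total cells summed across four imaged fields per well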
Lipid droplet cells 6.5 µM = recorded beside Lipid droplet, whose call it bears; cell count; measured here: cell count, cytotoxicity flag;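 cells counted across two imaged fields per well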
bCat nuc transl cell count 5 µM = further read-out of bCat nuc transl, marked with its call; cell count; measured here: cell count, cytotoxicity flag
T cell modulator vesicle-bound % = further read-out of T cell modulator, marked with its call; double positive events, %; measured here: CD8+ vesicle-bound cell fraction;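 binding gate set so that unloaded-vesicle control wells show 10% double positive cells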
MT stabilizer Hoechst-high % = second read-out of MT stabilizer, no call of its own (marks repeat the call); % Hoechst-high responders; measured here: nuclear condensation Hoechst responders;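 share of cells brighter than vehicle mean plus two SD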
MT stabilizer cytotoxicity % = recorded beside MT stabilizer, whose call it bears; toxicity, %; measured here: cytotoxicity by cell density;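 0% = mean cell density of plate MIN control wells and 100% = no cells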
Myeloid diff MLP GFP+ MAC1+ % = second read-out of Myeloid diff MLP, no call of its own (marks repeat the call); GFP+ MAC1+ double positive, %; measured here: differentiation confirmed by MAC1 staining
The depositor's hits bear a star; i = inactive; ? = inconclusive; nt = no result given.

Molecule	Myeloid diff MLP GFP+ MAC1+ %	Lipid droplet	Dynein cargo inh cell count	Dynein cargo inh	MT stabilizer cytotoxicity %	MT stabilizer	bCat nuc transl cell count 5 µM	T cell modulator	bCat nuc transl	Lipid droplet cells 6.5 µM	T cell modulator vesicle-bound %	Dynein cargo inh nuclear GR-EGFP	PMI inhibitors	Myeloid diff MLP	Dynein cargo inh cytoplasmic EGFP	Insulin prom up cell count	TNAP activation fold	MT stabilizer Hoechst-high %	Insulin prom up
O=C(C1CCN(Cc2nc(-c3ccc(Cl)cc3)no2)CC1)N1CCOCC1	0.6	-3	2.2	-1.3	nt	nt	1397	i	-0.4	685	56	-0.26	nt	i	-0.21	1020	nt	nt	0.4
O=C(Nc1ccc(Br)cc1)c1cc2ccccn2n1	0.5	5	0.53	-0.76	nt	nt	1388	i	-1.4	659	35	0.36	nt	i	-0.21	nt	nt	nt	nt
Cc1cc(=O)c2cccc(Br)c2[nH]1	0.6	22	1.3	-0.68	5.5	3.4	1241	i	-2.9	748	31	-0.48	6%	i	-0.29	1178	1.1	2.0	0.15
O=C(c1ccco1)N1CCN(C(c2cccs2)c2nnnn2C2CCCCC2)CC1 (stereo not drawn)	1.4	nt	-0.081	-0.25	2.1	2.0	1117	i	-1.8	nt	7	-0.32	-1%	i	-0.33	nt	1.1	0.4	nt
CCCNC(=O)c1onc(CSc2ccccn2)c1C(=O)NCCC	4.6	nt	0.52	-1	nt	nt	1162	i	-1.1	nt	42	-0.44	nt	i	-0.81	974	nt	nt	0.13
O=c1nc(N2CCCCC2)nc2n1CCO2	1.0	1	-1.1	1.9	4.3	4.3	1113	i	-3.7	619	31	0.79	5%	i	-0.22	756	1.1	2.1	-2.9
Cc1ccc(CNC(=O)CC2C(=O)Nc3c2c(=O)n(C)c(=O)n3Cc2ccccc2)cc1 (stereo not drawn)	1.0	nt	-0.089	-0.5	8.0	2.2	969	i	-2.3	nt	20	-0.39	10%	i	-0.17	1422	1.1	2.0	0.41
COC(=O)c1sc2nc(SCc3ccccc3C#N)n(N)c(=O)c2c1C	0.3	15	-1.2	1.1	12	1.3	1079	i	3.5	689	7	0.74	19%	i	-0.16	1417	1	3.4	0.08
O=C(N/N=C/c1ccc(N2CCOCC2)cc1)C1COc2ccccc2O1 (stereo not drawn)	0.8	3	-0.43	0.63	14	2.4	1101	i	-0.4	695	5	0.81	-10%	i	-0.33	1223	1.1	3.9	-0.35
Cc1ccc(N2C(=O)SC(Cc3ccccc3)C2=O)cc1 (stereo not drawn)	0.5	10	-0.23	0.36	nt	nt	1260	i	0.1	702	44	0.37	nt	i	-0.25	1149	nt	nt	-0.61
CNC(=O)c1cc(Nc2nnc(-c3ccc(O)cc3)c3ccccc23)ccc1OC	0.1	-6	0.18	0.48	3.7	1.0	1037	i	1.0	765	14	0.3	-1%	i	-0.091	1476	0.7	0.9	-0.06
Cn1c(C(=O)Nc2ccc3c(c2)OCO3)cc2c(=O)n(C)c3ccccc3c21	nt	-3	1.1	-0.87	7.5	3.1	1014	i	-0.1	562	54	-0.12	3%	?	-0.14	1419	1	3.4	-0.54
COc1ccc([N+](=O)[O-])cc1NC(=O)CSc1nncn1-c1ccccc1	0.7	-4	1.6	-1.3	4.9	3.0	1081	i	-1.2	634	42	-0.83	11%	i	-0.19	1547	1	2.3	0.44
O=C(Nc1cccn2ncnc12)C(F)(F)F	0.4	nt	0.57	-0.81	1.6	3.0	1077	i	-0.1	nt	33	-0.7	-30%	i	-0.22	1341	1	2.0	-0.01
CC(C)Cn1c(N)c(C(=O)COC(=O)c2ccncc2)c(=O)n(C)c1=O	1.4	nt	-1.8	3.2	4.3	3.0	1476	i	-1.5	nt	48	1.8	0%	i	-0.14	1587	1.1	0.6	-0.27
Cc1c(-n2cc(C(=O)c3ccccc3O)cc(C#N)c2=O)c(=O)n(-c2ccccc2)n1C	0.6	1	0.28	-0.76	2.4	5.7	985	i	0.9	749	34	-0.22	6%	i	-0.31	1580	1.1	3.9	-0.19
CCn1cc(CN2CCCC(C(=O)c3ccc(-c4ccccc4)c(F)c3)C2)cn1 (stereo not drawn)	0.9	-7	-2	0.93	nt	nt	1310	i	1.3	741	43	0.36	nt	i	-0.041	1096	nt	nt	-1.9
Cc1onc(-c2c(Cl)cccc2Cl)c1C(=O)N1CCc2ccccc2C1	0.5	nt	-0.46	0.44	0.7	3.9	1313	i	-0.2	nt	34	-0.37	9%	i	-0.19	1555	1.1	2.4	-0.29
COC(=O)C1=C(C(=O)OC)[C@@H]2N(C)c3ccc(OC)cc3[C@@]23C[C@@H](C(=O)OC)N(S(=O)(=O)c2ccc(OC)cc2)C3=N1	0.3	-60	-0.87	2.3	nt	nt	1147	i	0.5	631	23	1.3	nt	i	-0.8	892	nt	nt	0.22
Cn1c(SCC(=O)c2cc(Cl)c(Cl)s2)nnc1-c1ccco1	0.2	-2	0.85	-1.4	nt	nt	1255	i	0.6	659	9	-0.87	nt	i	-0.22	1307	nt	nt	-0.28
Cc1ccc(S(=O)(=O)Cn2nnnc2CN2CCCC3(CCCCC3)C2)cc1	nt	-30	0.53	-0.44	6.8	4.8	990	i	1.7	634	17	-0.14	18%	nt	-0.3	1578	1	2.8	-0.94
Nc1c(C(=O)NCc2ccc3c(c2)OCO3)nnn1Cc1ccc(Br)cc1	0.2	5	-0.24	-0.34	nt	nt	1295	i	-1.0	692	25	0.66	nt	i	-0.23	nt	nt	nt	nt
CCCCN(CC)c1nc(N)c(C#N)c(CC#N)c1C#N	0.7	0	0.32	0.67	5.0	1.3	nt	i	nt	860	53	0.78	4%	i	3.3	828	0.8	1.3	1
COc1cc(CNCc2ccccc2C(F)(F)F)cc(OC)c1	0.1	26	-0.42	1.6	13	3.6	1106	i	-1.1	632	34	1.1	11%	i	-0.28	1423	1.1	3.5	-0.57
O=C(c1ccc2c(c1)N(Cc1ccc(F)cc1)C(=O)c1ccccc1S2(=O)=O)N1CCN(c2ccccn2)CC1	0.3	-28	-0.5	-0.64	4.2	3.4	970	i	-0.6	693	26	-0.45	22%	i	-0.14	1597	1.1	1.4	-0.47
COc1ccc(N(C(C)C(=O)NN=C2CCCC2)S(C)(=O)=O)cc1 (stereo not drawn)	0.1	11	1.1	-0.78	6.1	4.4	1079	i	-1.3	737	27	-0.5	5%	i	-0.32	nt	1.1	1.7	nt
Cn1cccc1CC(=O)N/N=C\c1ccccc1	0.1	12	0.3	-0.68	6.7	3.8	1129	i	0.2	707	56	-0.014	-9%	i	-0.33	1287	1.1	1.1	0.14
CCn1c(=O)c(C(=O)CN2CCCc3ccccc32)c(N)n(Cc2ccccc2)c1=O	2.6	nt	-0.013	-0.7	11	6.5	1053	i	-3.4	nt	51	0.18	-35%	i	1.1	1156	1.1	2.4	0.05
Cc1ccc2nc(N(CCCN(C)C)C(=O)CCc3ccccc3)sc2c1	0.9	7	-4.1	4.6	4.1	7.7	1175	i	0.2	582	27	4.3	6%	i	0.92	1283	1	3.1	-0.73
O=C(CCNC(=O)c1ccc(Br)o1)NCc1ccccc1Cl	8.3	-15	-0.39	-0.13	12	6.7	1210	i	-8.1	708	10	0.11	-3%	i	-0.19	nt	1.1	2.5	nt
O=C(Nc1cccnc1)c1cccc(NC(=O)c2ccco2)c1	0.7	-4	1	-1	14	1.6	1023	i	0.2	621	26	0.09	17%	i	-0.25	1573	1.1	1.5	0.1
O=C(COC(=O)Cn1c(C(F)(F)F)nc2ccccc21)Nc1ccc2c(c1)OCCO2	1.3	4	0.43	-1	8.2	1.7	1075	i	-4.4	752	22	-0.22	-4%	i	0.036	nt	1.1	1.0	nt
CCOC(=O)c1nn(-c2ccc(Cl)cc2)cc1O	1.4	2	0.69	-0.22	nt	nt	1334	i	-0.1	744	7	-0.1	nt	i	-0.24	1169	nt	nt	-0.37
COc1ccc(CN(C(=O)Cn2nnc(-c3ccc(C)o3)n2)C(C(=O)NCC2CCCO2)c2ccco2)cc1 (stereo not drawn)	0.2	-3	-0.46	0.4	10	2.9	1573	i	-0.5	684	52	0.15	nt	i	-0.25	1492	1.1	1.9	0.63
O=C(O)c1[nH]c2ccc([N+](=O)[O-])cc2c1-c1ccccc1	1.2	7	0.81	-0.047	nt	nt	1247	i	0.3	749	56	0.34	nt	i	-0.26	1127	nt	nt	0

Screening results from PubChem.
